N370S GC mod = N370S glucocerebrosidase modulation, Gaucher chaperone candidate; P04062; N370S GC spleen homogenate, 4MU-glucoside fluorescence; Potency, µM (highest dose often 59.4 µM), inactives show top-dose activity change, negative = inhibition, hits mostly inhibitors; actives 0.092% (n = 330,000); AID 2101;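 also: 0% = full enzyme activity and -100% = no enzyme basal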
FEN1 inhibitor = human FEN1 inhibition | P39748 | Recombinant FEN1 flap cleavage, fluorescence, 15 min | Potency, µM (doses to about 114 µM), for inactives: top-dose activity change, negative = inhibition, usual class: inhibitors | actives 0.35% (n = 390,000); also: nearly all actives have a fitted effect of over 65% in size
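Compounds are tested as a concentration series against 10 nM FEN1; after a 15 min room-temperature preincubation, 50 nM substrate starts cleavage, with plate reads at 0 and 15 min. Normalized responses are fitted by a Hill equation.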
KAT2A inh = inhibitors of human GCN5L2 histone acetyltransferase; Q92830; GCN5L2 HAT assay, ThioGlo1 CoA-SH fluorescence; Potency, µM (titrated, usually from 58.9 µM), for the others: top-dose activity change, negative = inhibition, actives largely listed as inhibitors; actives 0.21% (n = 390,000); AID 504327
Target sequence (Q92830 whole entry, looked up): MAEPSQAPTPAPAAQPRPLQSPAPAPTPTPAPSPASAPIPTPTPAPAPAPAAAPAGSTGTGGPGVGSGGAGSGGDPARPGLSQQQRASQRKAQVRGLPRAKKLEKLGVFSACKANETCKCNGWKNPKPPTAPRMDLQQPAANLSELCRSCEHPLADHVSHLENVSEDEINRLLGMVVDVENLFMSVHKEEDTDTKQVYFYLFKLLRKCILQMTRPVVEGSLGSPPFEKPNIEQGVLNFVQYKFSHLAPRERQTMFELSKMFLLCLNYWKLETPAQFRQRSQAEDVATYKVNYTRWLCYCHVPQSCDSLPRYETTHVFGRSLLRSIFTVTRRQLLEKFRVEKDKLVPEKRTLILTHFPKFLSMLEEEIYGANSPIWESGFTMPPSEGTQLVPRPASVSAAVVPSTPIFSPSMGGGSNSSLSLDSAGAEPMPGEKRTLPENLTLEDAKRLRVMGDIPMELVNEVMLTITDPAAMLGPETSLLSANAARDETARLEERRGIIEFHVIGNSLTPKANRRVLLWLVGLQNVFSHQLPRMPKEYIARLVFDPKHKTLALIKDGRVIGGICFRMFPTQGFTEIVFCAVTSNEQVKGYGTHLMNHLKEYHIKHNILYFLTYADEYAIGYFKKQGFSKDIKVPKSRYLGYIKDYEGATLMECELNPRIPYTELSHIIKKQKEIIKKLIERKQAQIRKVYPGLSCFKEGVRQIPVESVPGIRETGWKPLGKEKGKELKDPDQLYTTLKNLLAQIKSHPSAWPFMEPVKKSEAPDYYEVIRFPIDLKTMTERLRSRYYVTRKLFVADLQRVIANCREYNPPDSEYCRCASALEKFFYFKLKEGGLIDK
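GCN5L2 (20 nM) in 50mM HEPES pH 7.5, 0.1mM EDTA, 0.01% Tween-20 preincubated 15 min with compounds at room temperature. Reaction started with H3(1-25) 75uM, acetyl-CoA 70uM, ThioGlo1 50uM; CoA-thiol fluorescence (Ex340/Em540) read at 0 and 20 min.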
* = called active by the depositor; ? = inconclusive; . = not tested or not shown; & = joins results of further samples. Calls follow the shape of the dose curve; as a rule, active = well fitted curve in the direction sought with a large enough effect; inconclusive = small, poorly fitted or top-dose-only effect, or another doubt; inactive = no such curve, though single readings can be large; an effect the other way counts as inactive or inconclusive. Unless noted, % is scaled to controls: 0 for no effect and ±100 for the full control effect; potency is read from the fitted curve at half-maximal effect. An excerpt, so the mix of outcomes need not match the whole.

compound	N370S GC mod	FEN1 inhibitor	KAT2A inh
O=C1c2ccccc2C(=O)N1CSc1nnnn1-c1ccccc1	11%	0%	0%
CC(C)CN(C(=O)CSc1ccc2c(c1)OCCO2)c1c(N)n(CC(C)C)c(=O)[nH]c1=O	.	0%	1%
Cn1cccc1Cc1nnc(SCC(=O)Nc2ccc3c(c2)OCCO3)n1CCc1ccccc1	1%	-14%	-6%
CCOc1cc(CNCc2ccncc2)cc(Cl)c1OC	-8%	4%	3%
Cc1nc2ccc(NC(=O)COc3ccccc3[N+](=O)[O-])cc2s1	29%	12%	-2%
CC12CCCCC1c1ccccc1C(=NCC(=O)O)N2 (stereo not given)	1%	0%	-1%
Cc1ccc(C(=O)OCn2nnc3ccccc3c2=O)cc1[N+](=O)[O-]	24%	-21%	-4%
Cc1[nH]c(=O)[nH]c(=O)c1NC(=O)c1sc2nc3c(C)cccc3cc2c1N	-16%	?	-6%
NC(=O)CCCCC(=O)OCCCc1cccs1	4%	-5%	3%
O=C(c1ccc(Cl)c(S(=O)(=O)N2CCCCCC2)c1)N1CCCCC1	-8%	-6%	-2%
CCC(=O)N1c2ccc(S(=O)(=O)N3CCC(C)CC3)cc2CC1C (stereo not given)	.	-3%	-2%
N#CCSc1ncccc1-c1nc2ccccc2[nH]1	7%	7%	-4%
COC(=O)CCC(=O)N(CCN(C(=O)CCC(=O)OC)c1ccccc1)c1ccccc1	-4%	-4%	0%
COc1ccc(C(=O)N(CC(=O)Nc2sc(C)c(C)c2C(N)=O)C2CCCC2)cc1	?	-12%	-7%
COc1ccccc1NS(=O)(=O)c1cccc(C(=O)NCC2(N(C)C)CCCCC2)c1	-5%	-4%	-3%
CC(C)c1ccccc1NC(=O)COC(=O)c1cc(=O)[nH]c(=O)[nH]1	12%	8%	-8%
CC(C)c1ccc(OCC(=O)Nc2ccc(S(=O)(=O)Nc3ncccn3)cc2)cc1	.	7%	0%
Cc1ccc2oc(=O)c3cnn(CC(=O)N(CCN(C)C)Cc4ccco4)c3c2c1	-19%	-3%	-10%
O=C(Nc1nnc(CCN2CCCCC2)s1)c1ccc(Br)cc1	-8%	-6%	-8%
O=C(CCc1ccccc1)Nc1cc2c(cc1C(=O)O)OCCCO2	.	-3%	-2%
O=C(NCC(c1ccc2c(c1)OCO2)N1CCOCC1)c1cccc(Cl)c1 (stereo not given)	.	12%	0%
CC(=O)NCCn1c(SCc2ccccc2F)nc2ccccc2c1=O	-1%	3%	2%
COc1ccc(NC(=O)C2CCCN(S(=O)(=O)c3cccc4cccnc34)C2)cc1 (stereo not given)	4%	14%	-13%
Cc1ccc(-n2nnnc2-c2cnn(-c3ccc(F)cc3)c2C(F)(F)F)cc1	2%	-20%	-4%
Cc1ccc(OC(=S)Nc2ccc(O)cc2)cc1	?	5%	-1%
COc1ccc(C(=O)NCC(C)(C)N2CCOCC2)cc1S(=O)(=O)N1CCCC1	.	-1%	0%
CC1CCCCN1C(=O)Cn1cnc2c1c(=O)n(C)c(=O)n2C (stereo not given)	1%	-3%	-3%
CCn1cc(CNC(=O)c2ccc(OC3CCN(Cc4ccccn4)CC3)cc2)cn1	-1%	0%	?
COc1c(C(=O)NCCSC(C)(C)C)ccc2ccccc12	?	-7%	-3%
Cc1ccc(NC(=O)C2CCCN2C(=O)Oc2ccccc2)cc1C (stereo not given)	27%	-1%	-7%
COc1cc2c(cc1NC(=O)COc1ccc(Br)cc1C)oc1ccccc12	.	-5%	1%
O=C(O)Cn1cc2c(n1)CCCC2	2%	4%	1%
CCN(CC)C(=O)/C(=C/c1cccc([N+](=O)[O-])c1)NC(=O)c1ccco1	-4%	-16%	-3%
O=C(CC1C(=O)NCCN1Cc1ccc(F)c(F)c1)NCCCn1ccnc1 (stereo not given)	1%	-1%	8%
CCOC(=O)c1cccc(NC(=O)CCc2nnc3ccc(N4CCCCC4)nn23)c1	-12%	-19%	2%
CCOc1ccc(C(=O)N2CCN(c3ccccc3)CC2)cc1	1%	-7%	2%
O=C1CC(N2CCC(c3nc4ccccc4[nH]3)CC2)C(=O)N1c1cccc(F)c1 (stereo not given)	-2%	-1%	-1%
O=C(CSc1nnc(COc2ccc(Cl)cc2)o1)N1CCCC1	-2%	0%	-2%
Cc1ccc(C(=O)N2CCN(c3ccc([N+](=O)[O-])cc3)CC2)o1	-6%	10%	1%
CCn1c(CNc2ccc(Cl)cc2)nnc1SCc1ccc(C)cc1	-7%	9%	-4%
Fc1cccc(C2NN=C(c3ccccc3)S2)c1 (stereo not given)	-3%	13%	1%
CC(C)Sc1nc(N)nc(-c2cccs2)c1C#N	7%	-17%	-13%
CCN(CC(=O)NC(=O)Nc1ccccc1F)Cc1ccccc1	-19%	-11%	-11%
Brc1cccc(OCCCN2CCCCCC2)c1	20%	-3%	-3%
CCNC(=O)NC(=O)COC(=O)CCCc1nc2ccccc2s1	2%	2%	-4%
COC(=O)Cn1c(CN2CCC(Cc3ccccc3)CC2)nc2c1c(=O)n(C)c(=O)n2C	2%	-11%	-2%
CCOC(=O)CSc1nnc(CNC(=O)c2cccs2)n1-c1cccc(C)c1	4%	9%	-7%
O=C(NCCNS(=O)(=O)c1ccc(Cl)cc1)c1cc(OCC(F)(F)F)ccc1OCC(F)(F)F	-15%	-3%	-4%
COc1ccc(C2c3[nH]c4ccccc4c3CCN2C(=O)Cc2nonc2C)c(F)c1 (stereo not given)	-5%	1%	-21%
Cc1nc2ccc(NC(=O)c3cnc(Cl)c(Cl)c3)cc2s1	?	0%	-10%

Following part
compound	N370S GC mod	FEN1 inhibitor	KAT2A inh
Cc1ccc(NC(=O)CN2C(=O)S/C(=C\c3cc(C)n(-c4ccc(C(=O)O)cc4)c3C)C2=O)cc1	-20%	?	-7%
CC(=O)Nc1ccc(OCC(O)Cn2c(C(C)C)nc3ccccc32)cc1 (stereo not given)	-10%	-8%	5%
CC1Cc2cc(S(=O)(=O)CCC(=O)NC3CCCCC3)ccc2N1C(=O)C1CC1 (stereo not given)	1%	18%	-2%
Cc1ccc(NC(=O)COc2ccc(N(C)S(=O)(=O)c3ccc(F)cc3)cc2)cc1	.	14%	-6%
CC1(C)CC(CCNC(=O)c2ccc(-n3cnnn3)cc2)CC(C)(C)N1	-6%	6%	-1%
Nc1cc(=O)[nH]c(SCC(=O)Nc2nc3ccc([N+](=O)[O-])cc3s2)n1	-3%	.	-6%
CS(=O)(=O)c1ccc(C(=O)N(Cc2ccccc2)c2ccccc2)cc1	-13%	10%	0%
COc1ccc(S(=O)(=O)NCCN2CCOCC2)cc1[N+](=O)[O-]	0%	-5%	-17%
CC(=O)Nc1ccc(S(=O)(=O)Nc2nc3ccccc3nc2-n2ccc(=NC(=O)c3ccccc3)cc2)cc1	-16%	5%	-22%
CC(=O)NS(=O)(=O)c1ccc(NS(=O)(=O)c2ccc(F)cc2)cc1	2%	-4%	-3%
Cc1cc(C)c2c(N)c3cccc(C)c3nc2n1	1%	25µM*	-10%
Cc1nc2c(C(=O)NCCc3ccccc3)c[nH]n2c(=O)c1Cl	5%	-20%	0%
COc1cccc(NC(=O)CSc2nnc(NC(=O)c3ccco3)s2)c1	5%	-2%	-11%
Cc1nn(-c2ccccc2Cl)c(Cl)c1/C=N/Nc1cccc(C(=O)O)c1	-29%	-1%	-3%
O=S(=O)(NCc1csc(-c2ccccc2)n1)c1ccc(Cl)s1	25%	?	-7%
N/C(=N/O)C(c1ccccc1)c1ccccc1	7%	9%	1%
Cc1cccc2nc3c(nc12)CCCC3	0%	-3%	-2%
COc1ccc(NC(=O)C(c2ccc(OC)cc2)N(C)C(=O)CNC(C)=O)cc1 (stereo not given)	-11%	7%	1%
Cc1nc2nc(NC(=O)c3ccc(C(C)(C)C)cc3)[nH]n2c(=O)c1Cc1ccccc1	.	-8%	-1%
Cc1ccc(CNC(=O)CN(C(=O)C2(C)CC(=O)N=C3C=CC=CN32)c2ccccc2)cc1 (stereo not given)	?	4%	2%

5 structures already listed, ordered by number of heavy atoms, high to low.
compound	N370S GC mod	FEN1 inhibitor	KAT2A inh
CC(=O)Nc1ccc(S(=O)(=O)Nc2nc3ccccc3nc2-n2ccc(=NC(=O)c3ccccc3)cc2)cc1	-16%	5%	-22%
COC(=O)CCC(=O)N(CCN(C(=O)CCC(=O)OC)c1ccccc1)c1ccccc1	-4%	-4%	0%
O=C(CCc1ccccc1)Nc1cc2c(cc1C(=O)O)OCCCO2	.	-3%	-2%
CC1CCCCN1C(=O)Cn1cnc2c1c(=O)n(C)c(=O)n2C (stereo not given)	1%	-3%	-3%
N/C(=N/O)C(c1ccccc1)c1ccccc1	7%	9%	1%

More compounds.
compound	N370S GC mod	FEN1 inhibitor	KAT2A inh
CCCN(CC(=O)Nc1ccccc1C)C(=O)c1ccc2[nH]c3c(c2c1)CC(C)CC3 (stereo not given)	.	8%	-5%
Cc1nn(-c2ccc([N+](=O)[O-])cc2)c(N)c1-c1ccccc1	-9%	0%	-7%
O=C(NCc1ccccc1Cl)c1ccc(CS(=O)(=O)c2ccccc2)o1	1%	1%	-8%
CCOC(=O)N1CCN(C(=O)CN(c2ccc(C)cc2)S(=O)(=O)c2c(C)noc2C)CC1	1%	-8%	2%
C=CCn1c(-c2cccc(S(=O)(=O)N(CC)CC)c2)n[nH]c1=S	4%	17%	-9%
CCOC(=O)C(=CNc1ncccc1C)C(=O)OCC	13%	-2%	-6%
O=C(NCc1ccccc1Cl)C1CCCN(S(=O)(=O)c2cccc3nonc23)C1 (stereo not given)	-2%	12%	-5%
CC(C)CN(C(=O)CSc1nc2ccccc2c(=O)[nH]1)c1c(N)n(CC(C)C)c(=O)[nH]c1=O	.	10%	1%
CC(c1ccccc1)n1c(-c2ccc(C(C)(C)C)cc2)n[nH]c1=S (stereo not given)	3%	-12%	-2%
COc1ccc2[nH]c(C)c(CCNc3ccc(C(F)(F)F)cc3[N+](=O)[O-])c2c1	6%	-17%	-20%
O=C(NCc1ccco1)C1CCC(N2C(=O)c3ccccc3C2=O)CC1 (stereo not given)	-12%	1%	-7%
O=C(Nc1ccc(F)cc1)N1CCC(c2nc3c(nnn3Cc3cccc(Cl)c3)c(=O)[nH]2)CC1	-7%	-15%	?
O=C(CSc1nnnn1-c1cccc(F)c1)Nc1nc2ccccc2s1	6%	-1%	-7%
COc1ccc(N2CCN(c3oc(-c4ccccc4OC)nc3C#N)CC2)cc1	-14%	?	?
CCN(/C(N)=N/c1nc(C)cc(C)n1)c1ccccc1	-23%	-4%	2%
CC(C)(C)c1ccc(C(=O)NCCNC(=O)c2ccco2)cc1	1%	5%	-4%
CCC(N=c1cc(-c2ccc(OC)cc2)oc2ccc(C)cc12)C(=O)O (stereo not given)	?	-24%	-21%
c1ccc(OCc2noc(CN3CC[C@@H]4CCCC[C@H]4C3)n2)cc1	2%	9%	0%
CCOc1ccccc1CN1CCNC(=O)C1CC(=O)NC1CCCCCC1 (stereo not given)	-21%	15%	2%
Cc1cc(N2CCC(C(=O)N(CC(C)C)CC(C)C)CC2)n2nc(C)c(-c3ccc(Cl)cc3)c2n1	.	-2%	-6%

Some entries already given with just KAT2A inh and FEN1 inhibitor.
| SMILES | KAT2A inh | FEN1 inhibitor |
| --- | --- | --- |
| COc1ccc(N2CCN(c3oc(-c4ccccc4OC)nc3C#N)CC2)cc1 | ? | ? |
| CCN(/C(N)=N/c1nc(C)cc(C)n1)c1ccccc1 | 2% | -4% |

Going on with the list:
compound	N370S GC mod	FEN1 inhibitor	KAT2A inh
CCC1CCCCN1C(=O)c1cc(S(=O)(=O)N2CCOCC2)ccc1C (stereo not given)	.	-8%	-8%
CC(Nc1nc(-c2ccccc2)nc2ccccc12)c1ccccc1 (stereo not given)	5µM*	-23%	-11%
CCOc1ccc(-c2nc(SCC(=O)Nc3ccc4c(c3)OCO4)c(-c3ccc(F)cc3)[nH]2)cc1	.	-5%	-11%
Cc1nnc(Sc2nc3c(c(=O)[nH]c(=O)n3C)n2CCc2ccccc2)s1	-3%	1%	-8%
COc1ccc(CC(=O)Nc2ccc(NC(=O)c3ccc(Br)cc3)cc2)cc1OC	5%	4%	-9%
COc1ccc(NC(=O)CCn2nnc(-c3ccc(C)cc3)n2)cc1OC	10%	-1%	-7%
COCc1cnc(C)nc1N	3%	-14%	-2%
COc1ccc(NC(=O)CN2c3cccc4cccc(c34)S2(=O)=O)cc1	6%	6%	24%
O=C(COC(=O)c1ccccc1OCc1ccc(Cl)cc1)NCC1CCCO1 (stereo not given)	.	-12%	1%
COc1ccc(NC(=O)CSc2nc3nc(C)cc(C)n3n2)cc1	3%	3%&6%	-6%&-5%
Cc1cc(Nc2cccc(C(F)(F)F)c2)nc2ccc(NC(=O)c3cncc(Br)c3)cc12	.	12%	-1%
